SUMO1 PPI mod – modulators of SUMO1 protein-protein interactions, primary screen, biochemical, uHTS; SUMO1 binding to a labelled peptide, TR-FRET, 1 h; inhibition, % at 20 µM; hit rate 0.33% among 360,000; Small ubiquitin-related modifier 1 (Homo sapiens), P63165; in the data active = inhibition above about 37%
STEP block – STEP phosphatase inhibitors, primary screen, biochemical, fluorescence intensity, uHTS; Tyrosine-protein phosphatase non-receptor type 5 (Homo sapiens), P54829; recombinant STEP, OMFP fluorogenic substrate; AID 588621, 2011; inhibition, % at 20 µM; hit rate 0.25% among 360,000;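 active = inhibition at 20 µM, scaled per plate between control wells, above about 37%, limit read from the data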;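 also: 0% = DMSO with enzyme and substrate and 100% = substrate only without enzyme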
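System: isolated STEP enzyme; schedule: 20 min enzyme reaction at room temperature, protected from light; medium: Bis-Tris buffer pH 6.0, 2.5 mM DTT, 0.005% Tween 20; signal: fluorescence, 480/540 nm; dosing: single compound dose of 20 µM, 1% DMSO final; also added: OMFP substrate, 25 µM final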
LMPTP block – LMPTP phosphatase inhibitors, primary screen, biochemical, fluorescence intensity, uHTS | hit rate 0.22% among 360,000 | recombinant LMPTP-A, OMFP fluorogenic substrate | inhibition, % at 20 µM | AID 651560, 2012;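 active = compounds that cut the enzyme signal by at least half of the control window in the single-dose screen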;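 also: plate controls were DMSO wells with enzyme plus substrate for no effect and substrate without enzyme for full effect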
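Test system: LMPTP-A phosphatase enzyme. Amount: LMPTP-A at 0.625 nM final in the reaction. Reagent: OMFP substrate, 400 µM final. Times: 50 min at room temperature. Signal: endpoint fluorescence intensity from OMFP dephosphorylation. Read-out basis: % inhibition. Benchmarks: no-enzyme and uninhibited controls.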
eLon inh – inhibitors of E. coli Lon protease, primary screen, biochemical, fluorescence polarization; inhibition, % at 7.94 µM; hit rate 0.42% among 360,000; purified E. coli Lon protease; P0A9M0; in the data active = inhibition above about 13%, passing the limit was not always enough;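 also: 0% = enzyme with probe and DMSO and 100% = no enzyme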
DNMT1 block – human DNMT1 methyltransferase inhibitors, primary screen, biochemical, molecular beacon, fluorescence, HinP1I cleavage, uHTS | DNA (cytosine-5)-methyltransferase 1 (Homo sapiens), P26358 | inhibition (reported as % activation of signal), % at 10 µM | hit rate 0.83% among 360,000 | AID 588458, 2011; in the data active = inhibition above about 50%
Target sequence (P26358 504-1616 limits assumed): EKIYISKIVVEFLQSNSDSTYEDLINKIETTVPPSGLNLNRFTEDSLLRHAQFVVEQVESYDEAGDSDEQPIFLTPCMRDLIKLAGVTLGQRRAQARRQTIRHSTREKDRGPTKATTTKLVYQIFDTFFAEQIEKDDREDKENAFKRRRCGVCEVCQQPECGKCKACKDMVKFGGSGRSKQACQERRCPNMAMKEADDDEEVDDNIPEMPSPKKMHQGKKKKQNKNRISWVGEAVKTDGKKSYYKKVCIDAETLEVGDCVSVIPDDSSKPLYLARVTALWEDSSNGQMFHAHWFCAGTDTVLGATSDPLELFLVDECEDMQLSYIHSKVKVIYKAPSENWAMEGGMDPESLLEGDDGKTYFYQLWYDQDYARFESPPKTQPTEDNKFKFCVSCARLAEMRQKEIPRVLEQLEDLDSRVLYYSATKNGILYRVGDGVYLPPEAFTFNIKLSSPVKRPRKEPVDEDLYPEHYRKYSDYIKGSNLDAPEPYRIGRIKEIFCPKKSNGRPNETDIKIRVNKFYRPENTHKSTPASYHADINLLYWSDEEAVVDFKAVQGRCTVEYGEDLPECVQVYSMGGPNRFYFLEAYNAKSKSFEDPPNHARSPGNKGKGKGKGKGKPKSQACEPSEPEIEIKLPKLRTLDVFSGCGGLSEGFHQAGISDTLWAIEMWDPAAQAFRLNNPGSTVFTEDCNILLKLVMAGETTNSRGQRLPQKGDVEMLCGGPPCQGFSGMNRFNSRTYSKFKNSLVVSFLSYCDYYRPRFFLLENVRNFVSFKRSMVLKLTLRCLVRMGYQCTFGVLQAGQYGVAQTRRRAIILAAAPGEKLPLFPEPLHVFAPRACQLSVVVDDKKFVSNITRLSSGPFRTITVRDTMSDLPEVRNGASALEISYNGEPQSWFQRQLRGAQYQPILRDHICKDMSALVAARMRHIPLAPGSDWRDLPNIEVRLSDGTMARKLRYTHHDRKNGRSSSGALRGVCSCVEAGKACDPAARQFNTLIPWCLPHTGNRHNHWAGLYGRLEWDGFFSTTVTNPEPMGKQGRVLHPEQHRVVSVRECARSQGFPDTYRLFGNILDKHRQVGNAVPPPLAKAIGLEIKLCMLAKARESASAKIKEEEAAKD
NRP1-CendR mod – modulators of CendR peptide binding to NRP-1, primary screen, biochemical, fluorescence polarization, uHTS | FAM-RPARPAR peptide binding to NRP-1 | inhibition, % at 25 µM | hit rate 0.85% among 360,000 | AID 602438, 2012;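 active = inhibition or corrected inhibition above about 18%, plus a signal ratio from 0.5 to 1.5, limit read from the data, passing the limit was not always enough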; also: strong numbers were not always called active
Scp-1 inhibitor – Scp-1 phosphatase inhibitors, primary screen, biochemical, colorimetric, uHTS. Recombinant Scp1, phosphopeptide, malachite green phosphate absorbance. inhibition, % at 20 µM. AID 493091, 2011. hit rate 0.88% among 340,000;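 active = inhibition above about 50% at 20 µM, limit read from the data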;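 also: plate controls were DMSO wells with enzyme for no effect and wells lacking enzyme for full effect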
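Material – SCP-1 phosphatase catalytic domain, residues 76-261 · Buffer or medium – Acidic Tris acetate buffer with magnesium and detergent · Also added – Phospho 17-mer peptide substrate · Compound – single 20 µM dose, 1% DMSO · Times – 45 min room-temperature reaction, 5 min colour, 30 min stabiliser · Technique – Phosphate-binding colour reagent, absorbance read at 630 nm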
bovine MsrA act – bovine MsrA enzyme activators, primary screen, biochemical, absorbance, HTS; Methionine sulfoxide reductase A (Bos taurus); purified bovine MsrA, absorbance read-out; activation, % at 10.6 µM; hit rate 0.3% among 360,000; in the data active = activation above about 7.5%;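 also: 0% = vehicle and 100% = reference activator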
Tb MetRS inh – T. brucei MetRS inhibitors, primary screen, biochemical, luminescence; methionyl-tRNA synthetase (Trypanosoma brucei brucei); purified T. brucei MetRS, ATP depletion, Kinase-Glo luminescence; inhibition, % at 11.9 µM; hit rate 0.4% among 360,000;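 active = inhibition above a per-plate cutoff of the control wells' mean inhibition plus 3 SD, cut at about 5.5% in these data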;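 also: 0% = DMSO wells median and 100% = median of wells with control inhibitor compound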
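Assay system: T. brucei methionyl-tRNA synthetase, purified | Medium: HEPES buffer with MgCl2, KCl, DTT, spermine, BSA, pyrophosphatase | Compound: 11.9 µM single point | Incubation: 15 min enzyme-compound preincubation, 2 h reaction, 10 min detection, 25 °C | Measured by: Kinase-Glo luciferase luminescence reporting remaining unconsumed ATP | Measure: % inhibition normalized to control-well medians | Replication: Singlicate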
MsrA inhibitor – bovine MsrA enzyme inhibitors, primary screen, biochemical, absorbance, HTS | Methionine sulfoxide reductase A (Bos taurus) | inhibition, % at 15.5 µM | purified bovine MsrA, absorbance read-out | hit rate 0.75% among 360,000; in the data active = inhibition above about 4.5%;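 also: 0% = vehicle wells with enzyme and 100% = reference inhibitor wells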
* marks the source's active call; other numbers are inactive results; . = not tested or not shown.

Compound	SUMO1 PPI mod	STEP block	LMPTP block	eLon inh	DNMT1 block	NRP1-CendR mod	Scp-1 inhibitor	bovine MsrA act	Tb MetRS inh	MsrA inhibitor
Cc1ccc(-c2n[nH]c(=S)n2/N=C/c2ccc(C(=O)O)cc2)cc1	-2	-1	-4.3	-2	2	-6	4	3	0.0	2.1
CCCCC(NS(=O)(=O)c1ccc(OC)cc1)C(=O)O (stereo unspecified)	-3	1	-1.3	-1	21	3	-5	6	0.2	-0.8
CC(=O)c1c(C)[nH]c(C(=O)COC(=O)c2cccnc2Cl)c1C	-2	-1	0.0	-4	1	-5	5	-5	0.2	1.4
CC1CCc2c(sc3nc(CN4CCOCC4)nc(NS(=O)(=O)c4cccc([N+](=O)[O-])c4)c23)C1 (stereo unspecified)	-8	-1	-0.8	0	-8	-12	3	0	-0.1	2.1
COc1ccc(S(=O)(=O)Nc2ccccc2N2CCOCC2)cc1[N+](=O)[O-]	-19	2	-0.3	3	1	12	6	-3	0.0	-0.8
Cc1ccc(-c2nnc(Nc3ccc(O)cc3)c3ccccc23)cc1S(=O)(=O)NCCO	-2	0	-0.7	-4	-5	4	-6	6	-0.4	2.1
C=CCn1c(-c2cc(Cl)ccc2OC)n[nH]c1=S	3	-4	-1.5	-2	1	-3	-6	3	-0.4	-0.3
O=C(COC(=O)COc1ccc(Br)cc1)NCCC1=CCCCC1	-3	-1	1.4	4	2	1	17	0	1.2	-0.4
CCCNC(=O)c1cc(C2CCCCN2C(=O)OCC(C)C)on1 (stereo unspecified)	-2	2	-0.9	13	2	14	.	6	-0.2	0.1
COc1cc(/C=C/C(=O)c2ccc(NS(=O)(=O)c3ccc(C)cc3)cc2)ccc1OC(F)F	5	3	2.0	1	-11	-5	-15	-3	0.6	1.9
CC(=O)Nc1nonc1-c1ccccc1	2	0	0.3	-4	0	8	-4	0	-0.2	0.4
CN(CC(=O)NC(=O)NCc1ccco1)Cc1nc2ccccc2c(=O)[nH]1	3	0	0.2	-6	70*	-14	86*	-1	-0.1	0.8
COc1ccc(N/N=C(/N=Nc2nc(C)cc(=O)[nH]2)c2ccccc2)cc1	-20	-4	1.9	2	-8	44*	-15	-7	-2.3	1.1
O=C(NCCc1csc(-c2ccccc2)n1)c1ccco1	-7	-1	-0.8	8	-3	13	-7	-2	-0.7	1.7
CCOc1ccc(-c2nnn(CC(=O)NCc3cccs3)n2)cc1	0	0	0.8	-6	6	1	-4	-7	-0.6	-1.2
CCn1c(-c2ccccc2)c(C(=O)CCl)c2ccccc21	-2	-1	0.2	1	24	-17	-15	-1	-0.4	0.4
CC(=O)NCCNC(=O)c1ccc(-n2c(C)ccc2C)cc1	2	-3	-0.8	-6	0	3	-4	-3	-0.8	-0.7
O=C(N/N=C/c1cc(Br)c(O)c(Br)c1)c1cc2c(ccc3ccccc32)o1	29	0	4.4	0	8	-105	6	-8	0.1	4.4
CCOC(=O)CSC1=C(C#N)C(c2ccco2)C(C(=O)OCc2ccccc2)=C(C)N1 (stereo unspecified)	1	-3	1.8	-2	2	-7	-6	-1	0.3	.
Cc1cc(NC(=O)c2cccs2)no1	-2	-1	-1.9	12	2	-8	3	-3	0.0	-0.6
Cc1cc(Br)cn2c(Cc3ccsc3)c(-c3ccc(Cl)cc3)nc12	4	0	1.1	17*	-5	6	.	0	0.1	.
Cc1ccc(N2C(=O)C3C(C2=O)N2CCCN2C3c2ccccc2)cc1C (stereo unspecified)	1	1	-1.2	2	-5	-6	-8	-3	-0.9	-0.6
CCN(CC)S(=O)(=O)c1ccc(NC(=O)c2ccc(N(C)S(C)(=O)=O)cc2)cc1	4	6	-1.9	-9	12	-3	-33	-4	-0.6	0.4
CCCCCCNC(=O)CC(NS(=O)(=O)c1ccc(NC(C)=O)cc1)C(C)C (stereo unspecified)	-2	0	0.5	2	2	-3	2	-3	-0.7	-0.2
COc1cccc(-n2c(CN3CCN(c4cccc(C)c4)C(C)C3)nc3ccc([N+](=O)[O-])cc3c2=O)c1 (stereo unspecified)	-12	0	1.4	7	-10	-4	3	-3	0.0	0.3
COc1ccc(N2C(=O)N(Cc3ccc(C)cc3)c3ccccc3S2(=O)=O)cc1	4	-1	1.8	-3	-3	-2	-5	-5	0.1	-0.3
Cc1nc2nc(SCC(=O)NCCCN3CCOCC3)nn2c(C)c1Cc1ccccc1	-2	-3	-3.5	-3	1	-3	-2	-5	-0.4	3.1
Cn1c(=O)c2c(nc(N3CCCC3)n2C)n(C)c1=O	-1	-2	-1.8	3	0	-4	-7	-2	-1.0	0.8
CCCCN(CCCC)CC1OCc2ccccc2CO1	2	-3	-0.5	-4	-1	3	-4	3	-0.1	0.7
Brc1ccc(/C=N/n2cnnc2)s1	-11	0	-0.9	12	1	-11	-3	-5	-0.6	3.1
COc1ccc(C(C#N)=C2C=CC(=NO)C=C2)cc1	-21	4	1.5	-9	-25	9	-14	7	-0.3	0.7
O=C(Nc1ccc(C(=O)N2CCCC2)cc1)c1ccc(F)cc1Cl	5	0	-0.7	6	-3	11	-8	-3	-0.3	-0.2
COc1cc(CN2CCC(C(=O)NC(c3ccc(F)cc3)c3ncccc3C)CC2)cc(OC)c1 (stereo unspecified)	2	-2	1.2	4	-2	-2	.	-2	-0.1	-0.3
CCN(CC(=O)Nc1cccc(S(=O)(=O)N2CCCC2)c1)CC(=O)Nc1ccccc1OC	2	-4	-1.5	5	-1	6	-4	-4	-0.6	0.4
O=C(Nc1nc(-c2ccccc2)c(C(=O)c2ccccc2)s1)c1ccc(S(=O)(=O)N2CCCCC2)cc1	-2	-2	0.6	-7	-6	16	-10	0	0.5	-1.2
Cc1ccc(/C=N/Nc2ccnc3cc(Cl)ccc23)c(C)c1	4	15	3.3	7	62*	4	4	-1	-0.4	-1.7
COC(=O)c1ccc2c(=O)[nH]c(COC(=O)CCC(=O)c3ccc(Cl)cc3)nc2c1	-9	-2	0.2	0	14	-8	-1	-2	-0.4	1.0
CCN(CC(=O)Nc1cc(Cl)ccc1C)C(=O)CCS(=O)(=O)c1ccc(Cl)cc1	2	0	-1.0	3	-1	10	-12	-4	0.3	1.2
Cc1nnc(SCC(=O)N2CCN(c3ccccc3)CC2)n1C1CC1	4	-1	-1.9	-5	2	-13	-7	-4	0.1	-0.7
COCCCn1c(SCC(=O)NC2CCCCC2)nnc1-c1ccco1	1	-2	-1.4	-9	2	-3	-5	-5	-0.5	-0.2
COc1ccc2cc(C3OCCO3)c(Cl)nc2c1	3	0	-0.3	-7	0	2	-5	-3	-0.3	0.1
CCCc1ccc(C(C)NC(=S)NCc2ccc(F)cc2)cc1 (stereo unspecified)	-1	0	1.1	6	2	-2	-2	2	-0.3	-1.1
COc1ccc(Nc2nc(-c3cccs3)cs2)c(OC)c1	-15	0	2.9	-2	-27	-1	-7	-3	0.0	0.6
CC(C)(C)NC(=O)CN(CC1CCCO1)C(=O)CNS(=O)(=O)c1ccc(F)cc1 (stereo unspecified)	1	1	-0.4	6	1	-4	4	-3	-0.8	1.9
Cc1ccc(N2CC(C(=O)N3CCC(C(=O)Nc4nnc(C(C)(C)C)s4)CC3)CC2=O)cc1 (stereo unspecified)	0	-2	-0.7	1	0	1	-3	-5	-0.5	0.2
Cc1c(Cl)ccc2sc(N3CCN(C(=O)C4=COCCO4)CC3)nc12	3	-1	0.8	-4	-7	-14	-8	-1	-0.3	-1.2
CCn1ncc(C2=NOC(C(=O)Nc3ccccc3C(=O)OC)C2)c1C (stereo unspecified)	3	1	-0.9	-4	3	-1	-6	-5	-0.7	-0.6
CCN(C(=O)CN1CCN(S(=O)(=O)c2cc(Cl)ccc2Cl)CC1)c1c(N)n(Cc2ccccc2)c(=O)[nH]c1=O	1	1	-1.3	1	-1	-6	29	-6	-1.4	-1.9
Cc1ccnc(NS(=O)(=O)c2cc([N+](=O)[O-])ccc2C)c1	-11	-1	0.6	-1	1	-5	-5	-2	0.3	0.3
O=C1CCCC2=C1C(c1ccccn1)Nc1ccc(C(=O)c3ccccc3)cc1N2 (stereo unspecified)	2	0	-0.4	-3	-2	7	-4	3	-0.3	0.6
O=c1c2ccccc2nc(SCc2cc(F)ccc2F)n1C1CCCC1	1	0	1.4	-1	11	-2	-3	-9	-0.6	-0.6
Cc1ccsc1C(=O)OC(C)C(=O)NC1CCCCC1C (stereo unspecified)	-2	3	-0.6	-3	-1	-3	4	-8	-0.6	0.1
C[C@H]1CN([C@@H](C)CO)C(=O)CCCn2nncc2CO[C@@H]1CN(C)C(=O)c1ccc(N2CCN(C)CC2)cc1	6	3	-7.3	7	3	-1	.	-2	1.1	-1.0
O=C(O)C1(c2ccccc2)CCN(S(=O)(=O)c2cccc(Cl)c2)CC1	4	-1	-0.3	9	2	-6	1	-10	-1.0	-1.4
CN(C)c1cccc(C(=O)N/C=C/n2cnc3cc(C(F)(F)F)ccc32)c1	1	-1	1.6	2	1	1	-6	1	-0.9	-1.0
O=C(/C=C/c1ccccc1)NNC(=O)c1cccnc1	-5	-4	1.8	2	-3	-12	2	-3	-0.4	0.1

An excerpt from above in order of length of the SMILES, largest number first.
Compound	SUMO1 PPI mod	STEP block	LMPTP block	eLon inh	DNMT1 block	NRP1-CendR mod	Scp-1 inhibitor	bovine MsrA act	Tb MetRS inh	MsrA inhibitor
CCN(C(=O)CN1CCN(S(=O)(=O)c2cc(Cl)ccc2Cl)CC1)c1c(N)n(Cc2ccccc2)c(=O)[nH]c1=O	1	1	-1.3	1	-1	-6	29	-6	-1.4	-1.9
CCn1ncc(C2=NOC(C(=O)Nc3ccccc3C(=O)OC)C2)c1C (stereo unspecified)	3	1	-0.9	-4	3	-1	-6	-5	-0.7	-0.6
O=c1c2ccccc2nc(SCc2cc(F)ccc2F)n1C1CCCC1	1	0	1.4	-1	11	-2	-3	-9	-0.6	-0.6
